From PubChem
E coli WT inh – growth inhibitors of wild type E. coli, primary screen, strain BW25113 wild type, absorbance readout; E. coli BW25113 growth inhibition, OD600; inhibition, % at 10 µM; 20,000 tested, 0.05% active; AID 552, 2006; in the data active = inhibition above about 40%;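 also: bacteria exposed to compound for 20 hours at 37 °C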
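System: bacterial strain in a whole-cell growth screen; medium: LB broth with 50 µg/mL kanamycin; detection: absorbance at 615 nm; schedule: 20 h exposure, 37 °C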
Starred values were filed as active, the others as inactive. An excerpt; count on the stated rates, not on these rows.

`COc1ccc(-c2nnn(CC(=O)c3ccc4c(c3)OCCO4)n2)cc1OC` gave E coli WT inh 8.
Screening N#Cc1c(NC(=O)Cn2c(=O)oc3ccccc32)oc(-c2ccccc2)c1-c1ccccc1 returned E coli WT inh -19.
CCOc1cc(C)c(S(=O)(=O)N2CCCC2)cc1C was read as E coli WT inh -11.
Screening O=C(O)c1ccc2noc(-c3ccccc3)c2c1 returned E coli WT inh 6.
O=S(=O)(NCc1ccco1)N1CCOCC1 was read as E coli WT inh 3.
Screening Cc1cc(C(=O)Nc2c(F)cc(F)cc2Br)no1 returned E coli WT inh -6.
N#Cc1cc2c(nc1SCC(=O)N1CCCCC1)CCCCC2 was read as E coli WT inh 0.
For CC(C)n1nc(C(=O)Nc2nc3ccc(S(C)(=O)=O)cc3s2)c2ccccc2c1=O the results were E coli WT inh -4.
Screening CCCCC(=O)Nc1ccc(N2CCN(C(=O)CC)CC2)cc1 returned E coli WT inh -17.
`CC(C)OC(=O)c1cc(NC(=O)C2C3CCC(O3)C2C(=O)O)cc(C(=O)OC(C)C)c1` (stereo not given) gave E coli WT inh 0.
For O=C(O)CCC(=O)OCC1CCCO1 (stereo not given) the results were E coli WT inh -19.
Screening Cc1ccc(NS(=O)(=O)c2cn(C)cn2)cc1 returned E coli WT inh -5.
Cc1cc(C)c2c(N)c(C(=O)N3CCN(c4ncccn4)CC3)sc2n1 was read as E coli WT inh -2.
For COc1ccc(S(=O)(=O)N2Cc3ccccc3CC2C(=O)Nc2nccs2)cc1OC (stereo not given) the results were E coli WT inh -16.
COc1ccc(CCCc2nnc(SCC(=O)Nc3nc(C)cs3)n2C)cc1 was read as E coli WT inh -20.
`COc1ccc(NCc2ccc3c(c2)OCO3)cc1Cl` gave E coli WT inh -13.
`CNC(=O)c1[nH]cnc1C(=O)Nc1cccc(OC)c1` gave E coli WT inh 12.
For CC(C)(C)NC(=O)CSc1nnc(-c2ccccn2)n1-c1ccccc1 the results were E coli WT inh 6.
Screening CS(=O)(=O)N(CC(=O)N1CCOCC1)c1ccc2c(c1)OCO2 returned E coli WT inh 0.
`CC1(C)S[C@@H]2[C@H](NC(=O)[C@H](N)c3ccccc3)C(=O)N2[C@H]1C(=O)O` gave E coli WT inh 5.
For O=C(Nc1cccnc1)c1ccc(COCC(F)(F)F)cc1 the results were E coli WT inh 1.
For Cc1ccc(C)c(S(=O)(=O)NCc2ccc(C(=O)N3CCN(C)CC3)cc2)c1 the results were E coli WT inh -9.
For COC(=O)c1ccc(C)c(N(CCO)CCO)c1 the results were E coli WT inh -16.
CCOc1ccccc1N1CC(O)=C(c2nc3ccccc3s2)C1=N was read as E coli WT inh -2.

For reference, 2 of the compounds above.
For COC(=O)c1ccc(C)c(N(CCO)CCO)c1 the results were E coli WT inh -16.
CCOc1ccccc1N1CC(O)=C(c2nc3ccccc3s2)C1=N was read as E coli WT inh -2.

(next part)
Screening CCn1c(CCNC(=O)c2cccs2)nnc1SCC(=O)c1ccc(OC)cc1 returned E coli WT inh -5.
COc1nc(N2CCOCC2)nc(-n2cccc2)n1 was read as E coli WT inh 6.
Screening CN1CCN(C(=O)CCC(=O)c2ccc(F)cc2)CC1 returned E coli WT inh 3.
For O=C(COc1ccc(Cl)cc1)N1CCN(C(=O)c2cccc(F)c2)CC1 the results were E coli WT inh -31.
Screening Nc1cccc(NC(=O)c2cccs2)c1 returned E coli WT inh -3.
For COC(=O)Oc1c(Br)c(=O)oc2ccccc12 the results were E coli WT inh -3.
COC(=O)C(NC(=O)C(C)Oc1ccccc1)C(C)C (stereo not given) was read as E coli WT inh 2.
`Cc1ccc(O)c(NC(=O)c2ccco2)c1` gave E coli WT inh -21.
`O=C(Nc1nc(-c2ccccc2)ns1)c1cccs1` gave E coli WT inh -25.
Screening O=C(NC(=O)c1ccc(Cl)cc1)Nc1cc(N2CCCCC2)ncn1 returned E coli WT inh 1.
For O=C(C1CCN(C2CC(=O)N(Cc3ccccc3)C2=O)CC1)N1CCCCCC1 (stereo not given) the results were E coli WT inh -20.
Screening CCN(CC)C(=O)Cn1cnc2ccccc2c1=O returned E coli WT inh -1.

2 entries drawn at random from those above:
Screening CN1CCN(C(=O)CCC(=O)c2ccc(F)cc2)CC1 returned E coli WT inh 3.
Screening Nc1cccc(NC(=O)c2cccs2)c1 returned E coli WT inh -3.

Other records follow:
For COc1ccccc1OC(=O)c1ccc2nsnc2c1 the results were E coli WT inh 6.
For Cc1nnc(NCCc2ccccc2)n(N)c1=O the results were E coli WT inh -3.
Screening CC(C)C(NC(=O)c1ccc(Cl)cc1)C(=O)NC1=NCCS1 (stereo not given) returned E coli WT inh -26.
Cc1cccn2c(=O)c3cc(C#N)c(=NC(=O)c4ccc5c(c4)OCO5)n(CC(C)C)c3nc12 was read as E coli WT inh -10.
`CC(=O)NCCOc1cccc2ccccc12` gave E coli WT inh -17.
For Cc1ccc2nc(NC(=O)Cn3cc4c(n3)CCCCC4)sc2c1 the results were E coli WT inh 7.
`CCOCCCNC(=O)C(c1ccc(C)cc1)N(Cc1ccc2c(c1)OCO2)C(=O)c1cnccn1` (stereo not given) gave E coli WT inh 0.
`Cc1cc(C(C)(C)C)cc(C)c1CC1=NCCN1` gave E coli WT inh 3.
For CC1CN(S(=O)(=O)c2cccc(C(=O)OCc3cc(=O)oc4cc(O)ccc34)c2)CC(C)O1 (stereo not given) the results were E coli WT inh 4.
`CC(C)n1c2ccccc2c2nc3ccccc3nc21` gave E coli WT inh 4.
COc1cccc(/C(O)=C2/C(=O)C(=O)N(CCN3CCOCC3)C2c2cccnc2)c1 (stereo not given) was read as E coli WT inh -2.
COCC(=O)N1CCCc2ccccc21 was read as E coli WT inh -14.
`O=C(N1CCOCC1)N1CCN(S(=O)(=O)N2CCOCC2)CC1` gave E coli WT inh -14.
Cc1cccc(CC2CC(=O)N(c3ncccn3)C2=O)c1 (stereo not given) was read as E coli WT inh -12.
CCn1c(=O)n(CCOC)c(=O)c2c3c(sc21)CCCC3 was read as E coli WT inh -1.
CSc1ccc(S(=O)(=O)NC2CCCCCC2)cc1 was read as E coli WT inh -19.
For COC(=O)Cn1c(CCS(=O)(=O)c2ccc(C)cc2)nc2ccccc21 the results were E coli WT inh 0.
`CCc1nnc(NC(=O)c2ccc(-c3cccc(C(F)(F)F)c3)o2)s1` gave E coli WT inh -5.
CCc1ccc(N(C(C)=O)C2C=CS(=O)(=O)C2)cc1 (stereo not given) was read as E coli WT inh -20.
For C=CCn1c(Oc2cc(C)ccc2C)nc2c1c(=O)n(C)c(=O)n2C the results were E coli WT inh -17.
Screening CCS(=O)(=O)N1CCCC(C(=O)NCCc2ccc(OC)c(OC)c2)C1 (stereo not given) returned E coli WT inh -2.
Screening CN(C)S(=O)(=O)c1ccc(C(=O)NCCOc2ccccc2)cc1 returned E coli WT inh -21.
Screening O=S(=O)(NCCSc1ccccc1)c1cccs1 returned E coli WT inh 4.
For CSc1nnc([C@H](C)NC(=O)OC(C)(C)C)o1 the results were E coli WT inh -17.
Screening Cc1ccccc1NC(=O)Cn1nnc(-c2ccc(N3CCOCC3)cc2)n1 returned E coli WT inh -21.
For Cc1cc(N=Cc2cc(Br)ccc2O)no1 the results were E coli WT inh -1.
For O=C(O)Cn1nnn(-c2ccccc2)c1=S the results were E coli WT inh -14.
Screening O=C(N/C(=N\O)c1ccccc1)Nc1ccc(Cl)cc1 returned E coli WT inh -13.
`COc1ccc(-c2noc(CN3C(=O)c4ccccc4C3=O)n2)cc1` gave E coli WT inh -4.
For COc1ccccc1NC(=O)CN(c1ccccc1F)S(C)(=O)=O the results were E coli WT inh -16.
Screening c1ccc(Oc2cccc(OCCCn3cncn3)c2)cc1 returned E coli WT inh 6.
Screening COC(=O)Cn1c(=O)c2c(nc3n2CC(C)CN3c2ccc(C)c(C)c2)n(C)c1=O (stereo not given) returned E coli WT inh 5.
Screening Oc1ccccc1-c1nc(N2CCN(Cc3ccccc3)CC2)c2ccccc2n1 returned E coli WT inh -20.
For COc1ccc(-c2csc3nc(C)n(-n4cccc4)c(=O)c23)cc1OC the results were E coli WT inh -22.
For CC(C)NS(=O)(=O)c1ccc(OCC(=O)NCc2cccnc2)cc1 the results were E coli WT inh -1.
Screening O=C(CSc1nc2ccccc2o1)c1ccc2c(c1)OCCO2 returned E coli WT inh -20.
For CCCn1c(-c2ccc(F)cc2)cnc1SCC(=O)O the results were E coli WT inh -3.
Screening CC(=O)Nc1ccc(N/C=C/C(=O)c2ccc(C)o2)cc1 returned E coli WT inh -15.
`Nc1nc(-c2nc3ccccc3[nH]2)cs1` gave E coli WT inh -12.
Screening COc1ccc(C2CC(=O)c3cnc(NC(=O)c4ccccc4OC)nc3C2)c(OC)c1 (stereo not given) returned E coli WT inh 12.
For COCCNC(=O)CCCCCN1C(=O)CCC1=O the results were E coli WT inh -6.
For COc1ccccc1Oc1ccc(S(=O)(=O)Nc2cccnc2)cc1 the results were E coli WT inh -14.
`O=C1c2ccccc2C(O)(Cc2ccccc2)N1C1CCCCC1` (stereo not given) gave E coli WT inh -15.
`Cc1cccn2c(=O)c3cc(C#N)c(=NC(=O)c4cccnc4)n(CC4CCCO4)c3nc12` (stereo not given) gave E coli WT inh -6.
Screening CC(COc1ccccc1)N(CCCl)Cc1ccccc1 (stereo not given) returned E coli WT inh -2.
`Cc1ccc(-c2nnc(SCc3ccccc3F)o2)cc1` gave E coli WT inh -14.
O=C(Nc1cccnc1)c1c(F)cccc1F was read as E coli WT inh -10.
`COc1cccc(N2CC(C(=O)NC3CCCCC3)CC2=O)c1` (stereo not given) gave E coli WT inh 2.
CCCC1CC(C)(C(=O)Cn2[nH]c(=O)ccc2=O)OC1=O (stereo not given) was read as E coli WT inh 20.
CCOC(=O)N1CCN(C(=O)CSc2nnc(-c3cc(OC)cc(OC)c3)o2)CC1 was read as E coli WT inh -5.
`CN1C(=O)C(O)(CC(=O)c2ccccc2O)c2cc(Br)ccc21` (stereo not given) gave E coli WT inh -1.
For O=C(O)C1CCCN1c1ncnc2c1oc1ccccc12 (stereo not given) the results were E coli WT inh 9.
`Cc1nn(C)c(C)c1NC(=O)CSc1nc(Cc2ccccc2)nc2c1cnn2-c1ccccc1` gave E coli WT inh -3.
Screening CCc1c(C)sc(NC(=O)c2cnn3cccnc23)c1C#N returned E coli WT inh 6.
`O=C(NCCN1CCCCCC1)c1ccc(CS(=O)(=O)c2ccc(Br)cc2)o1` gave E coli WT inh 9.
COc1ccc2c(c1OC)C(=O)OC2CC(=O)c1ccc2c(c1)OCO2 (stereo not given) was read as E coli WT inh 2.
Screening CCOC(=O)c1cc2sc(C)cc2n1CC(=O)Nc1cccc(C)c1C returned E coli WT inh -5.
`CCN1CCCC1CNCc1ccc(Cl)cc1Cl` (stereo not given) gave E coli WT inh 10.
N#Cc1c(N)nc(SCc2ccncc2)c(C#N)c1-c1cccs1 was read as E coli WT inh 15.
`O=C(Nc1ccc2nn(-c3ccccc3)nc2c1)c1ccc2c(c1)OCO2` gave E coli WT inh -4.

An excerpt from above in order of number of heavy atoms, largest number first:
`Cc1nn(C)c(C)c1NC(=O)CSc1nc(Cc2ccccc2)nc2c1cnn2-c1ccccc1` gave E coli WT inh -3.
`O=C(NCCN1CCCCCC1)c1ccc(CS(=O)(=O)c2ccc(Br)cc2)o1` gave E coli WT inh 9.
Screening CCc1c(C)sc(NC(=O)c2cnn3cccnc23)c1C#N returned E coli WT inh 6.
For O=C(O)C1CCCN1c1ncnc2c1oc1ccccc12 (stereo not given) the results were E coli WT inh 9.

More structures.
CC(C)COc1cc(=O)[nH]c(SCC(C)C)n1 was read as E coli WT inh 3.
Screening CCN1CCc2c(C#N)c(N3CCCCC3)nc(NCc3ccccc3)c2C1 returned E coli WT inh 19.
Screening COc1cc(CNC(=O)c2ccc(Cn3nc(C)c(Cl)c3C)o2)cc(OC)c1 returned E coli WT inh 2.
For COc1cc(C)c(S(=O)(=O)NCc2cccs2)cc1C the results were E coli WT inh 2.
`CCN(CC)CCCN1C(=O)C(O)=C(C(=O)c2ccco2)C1c1ccc(C)o1` (stereo not given) gave E coli WT inh -3.
`Cc1c(C(=O)N2CCOCC2)oc2ccc(S(=O)(=O)N3CCCC3)cc12` gave E coli WT inh -4.
Cc1nnc(SCCn2c(N3CC(C)CC(C)C3)nc3c2c(=O)n(C)c(=O)n3C)s1 (stereo not given) was read as E coli WT inh 4.
Screening COc1cc(NC(=O)c2ncn[nH]2)cc(OC)c1OC returned E coli WT inh -24.
For Cc1ccccc1-n1nnnc1SCC(=O)Nc1ccc(S(=O)(=O)N2CCCC2)cc1 the results were E coli WT inh -1.
For O=C1c2ccccc2C(=O)N1c1nc(-c2cccs2)cs1 the results were E coli WT inh -9.
Screening O=C(CCSc1ccccc1)Nc1ccc(S(=O)(=O)N2CCOCC2)cc1 returned E coli WT inh -6.

Entries shown so far containing bromine:
Screening Cc1cc(C(=O)Nc2c(F)cc(F)cc2Br)no1 returned E coli WT inh -6.
For COC(=O)Oc1c(Br)c(=O)oc2ccccc12 the results were E coli WT inh -3.
For Cc1cc(N=Cc2cc(Br)ccc2O)no1 the results were E coli WT inh -1.
`CN1C(=O)C(O)(CC(=O)c2ccccc2O)c2cc(Br)ccc21` (stereo not given) gave E coli WT inh -1.
`O=C(NCCN1CCCCCC1)c1ccc(CS(=O)(=O)c2ccc(Br)cc2)o1` gave E coli WT inh 9.
